RORgamma inh = inhibitors of mouse ROR gamma transcriptional activity; Drosophila S2 Gal4-RORgamma UAS-luciferase reporter, 20 h; Potency, µM (titrated, usually from 53.6 µM), inactives show at the highest dose activity change, negative = inhibition, most hits filed as inhibitors; P51450; actives 5.4% (n = 310,000); note: potency is the fitted concentration of half-maximal effect; % is set by controls: 0 for no effect and ±100 for the full control effect; nearly all actives have a fitted effect of over 60% in size
Target sequence (P51450 whole entry, looked up, the tested form may be a part): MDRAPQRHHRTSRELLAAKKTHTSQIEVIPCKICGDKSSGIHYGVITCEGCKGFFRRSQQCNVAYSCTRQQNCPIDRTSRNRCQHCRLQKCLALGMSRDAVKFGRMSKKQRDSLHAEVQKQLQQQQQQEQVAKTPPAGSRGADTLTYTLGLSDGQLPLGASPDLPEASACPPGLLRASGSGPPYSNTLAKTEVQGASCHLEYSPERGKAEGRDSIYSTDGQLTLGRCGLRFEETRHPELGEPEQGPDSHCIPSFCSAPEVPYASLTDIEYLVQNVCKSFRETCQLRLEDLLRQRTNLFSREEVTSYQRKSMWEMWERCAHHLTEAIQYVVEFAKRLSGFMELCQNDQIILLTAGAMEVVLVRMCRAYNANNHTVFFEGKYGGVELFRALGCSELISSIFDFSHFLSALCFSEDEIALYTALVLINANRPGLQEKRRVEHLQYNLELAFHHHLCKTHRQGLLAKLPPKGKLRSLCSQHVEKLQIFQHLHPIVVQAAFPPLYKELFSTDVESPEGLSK
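Stable Schneider cell line, Gal4 DNA-binding domain fused to ROR gamma, UAS-luciferase. Cmpd 1 hr RT → CuSO4 700 uM final → 20 hr RT → luciferase reagent 10 min → luminescence.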
NPC1 prom act = activators of NPC1 promoter. Huh7 NPC1 promoter luciferase reporter, 24 h. Potency, µM (series often up to 9.22 µM), for inactives: at the highest dose activation, hits mostly activators. actives 2.4% (n = 320,000). AID 485313;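 note: potency is the fitted concentration of half-maximal effect; % of control where 0% means no effect; nearly all actives have a fitted effect of over 60% in size; reporter is driven by a mutant NPC1 promoter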
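Readout is luciferase luminescence, reflecting NPC1 promoter activation in stably transfected Huh7 cells after 24 h compound exposure at 37 °C in reduced-serum medium with 10% FBS.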
FLuc modulator = inhibits or activates purified firefly luciferase, miR-21 counter-screen | P08659 | purified FLuc, Km substrates, luminescence inhibition | Potency, µM (titrated, usually from 57.5 µM), for the others: at the highest dose activity change, negative = inhibition, usual class: inhibitors | actives 6.9% (n = 360,000) | AID 588342;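 note: potency is the fitted concentration of half-maximal effect; plate controls were vehicle for no effect and reference inhibitor for full effect; nearly all actives have a fitted effect of over 55% in size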
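Purified P. pyralis luciferase, 10 nM final, with Km-level 10 uM D-luciferin and 10 uM ATP in 50 mM Tris acetate pH 7.5, 10 mM Mg acetate, 0.01% Tween-20, 0.05% BSA; 6-point qHTS titration about 60 µM downward; luminescence read.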
Rab9 promoter act = Rab9 promoter activation; Potency, µM (top dose mostly 9.22 µM), for the others: at the top dose activation, negative = inhibition, hits mostly activators; actives 2.8% (n = 320,000); Huh7 Rab9 promoter-luciferase reporter, luminescence, 24 h; note: potency is the fitted concentration of half-maximal effect; % of control where 0% means no effect; nearly all actives have a fitted effect of over 60% in size
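Huh7 cells stably carrying Rab9 promoter–luciferase reporter, plated 1500 cells/well, compound added after 2 h and incubated 24 h at 37 °C; luciferase luminescence then read after 10 min with detection reagent.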
uPA generation = blocks generation of uPA at the cell surface; cell surface uPA generation assay, qHTS; Potency, µM (titrated, usually from 38.3 µM), inactives show at the top dose activity change, negative = inhibition, actives largely listed as inhibitors; actives 0.31% (n = 330,000); AID 540303; active = well fitted inhibition curve with a large enough effect; inconclusive = small, poorly fitted or top-dose-only effect; inactive = no such curve, though single readings can be large or run the other way; tested in mouse RAW 264.7 cells; note: potency is the fitted concentration of half-maximal effect; % is set by controls: 0 for no effect and ±100 for the full control effect; nearly all actives have a fitted effect of over 55% in size
Giardia killer = kills Giardia lamblia; Giardia lamblia trophozoite viability; activity change, % at 7.66 µM, hits read low; actives 0.15% (n = 340,000); in the data active = activity change below about -80%; inconclusive = between about -30% and that limit;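 note: parasites exposed to compound for two days anaerobically before the ATP read; % is set by controls: 0 for no effect and ±100 for the full control effect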
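Giardia trophozoites, 100 cells per well, were exposed to compounds for 48 hrs at 37 deg C under anaerobic conditions; viability was then read as ATP content by bioluminescence after 15-30 min at room temperature.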
Gal4-VP16 FLuc = inhibits Gal4-VP16 luciferase reporter, ROR gamma counter-screen. Drosophila S2 Gal4-VP16 UAS-luciferase, luminescence, 20 h. Potency, µM (titrated, usually from 53.6 µM), for the others: at the highest dose activity, negative = inhibition, actives largely listed as inhibitors. actives 3.5% (n = 310,000);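 note: Gal4-VP16 expression switched on by copper sulfate through the metallothionein promoter; potency is the fitted concentration of half-maximal effect; % is set by controls: 0 for no effect and ±100 for the full control effect; nearly all actives have a fitted effect of over 50% in size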
FBPA coupling cs = counter-screen for Giardia aldolase inhibitors: coupling enzyme system; actives 0.67% (n = 290,000); coupling enzyme system counterscreen, AmpLite Red fluorescence; activity change, negative = inhibition, % at 58.2 µM, hits read low; in the data active = activity change below about -30%; note: % is set by controls: 0 for no effect and ±100 for the full control effect
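Final compound at 57.5 uM, incubated 10 min at RT with coupling enzyme reagent (glyceraldehyde-3-phosphate), then 20 min with substrate and AmpLite Red detection. Fluorescence read at 525/598 nm; tests interference with the coupling assay, not aldolase inhibition.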
Tb PFK block = inhibitors of T. brucei phosphofructokinase; AID 485367; T. brucei PFK, ADP-Glo luminescence; O15648; Potency, µM (doses to about 57.5 µM), for inactives: at the highest dose activity, negative = inhibition, actives largely listed as inhibitors; actives 0.17% (n = 330,000);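 note: potency is the fitted concentration of half-maximal effect; 0% = uninhibited 1x PFK enzyme wells and -100% = no-enzyme wells; nearly all actives have a fitted effect of over 60% in size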
Target sequence (O15648 whole entry, looked up): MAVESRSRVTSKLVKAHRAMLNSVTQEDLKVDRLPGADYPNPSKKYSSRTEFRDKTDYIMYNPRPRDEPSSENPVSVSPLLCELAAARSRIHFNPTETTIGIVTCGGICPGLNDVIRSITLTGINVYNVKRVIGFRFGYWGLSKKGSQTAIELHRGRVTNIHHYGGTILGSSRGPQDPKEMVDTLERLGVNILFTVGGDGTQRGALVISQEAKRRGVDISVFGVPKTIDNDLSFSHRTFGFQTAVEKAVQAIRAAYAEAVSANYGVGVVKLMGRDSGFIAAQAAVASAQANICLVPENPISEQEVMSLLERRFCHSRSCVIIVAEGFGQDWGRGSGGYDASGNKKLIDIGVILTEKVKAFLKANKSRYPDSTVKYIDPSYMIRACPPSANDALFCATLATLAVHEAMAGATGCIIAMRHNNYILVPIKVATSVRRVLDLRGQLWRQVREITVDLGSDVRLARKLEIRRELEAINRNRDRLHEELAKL
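Activity is normalized to no-enzyme wells (full inhibition) and 1.25 nM enzyme wells (no inhibition). Reaction: 0.5 mM F6P, 0.1 mM ATP, 45 min RT, ADP-Glo luminescence; concentration-response curves fitted and classed by quality.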
KCNH2 3.1 block = blocks the human KCNH2 3.1 channel isoform; U2OS KCNH2 3.1, thallium flux FluxOr; hits give low values; activity change, % (tested at about 1.8 µM); actives 0.95% (n = 340,000); AID 720553;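 active = maximum activity change below -70%; inconclusive = maximum activity change from -70% to -50%; inactive = maximum activity change above -50%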;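 note: thallium influx rate constant from kinetic fluorescence after stimulation buffer; % is set by controls: 0 for no effect and ±100 for the full control effect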
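Steps: virus added to U2OS suspension (4 h, RT, dark); medium with 10% FBS added, cells plated, 37 C overnight; FluxOr/Red40 loading buffer 45 min RT; stimulation buffer, 2 min kinetic read; rate constant normalized.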
ELG1 genotoxic = genotoxicity induction in ELG1-luciferase HEK293T cells; HEK293T ELG1-luciferase reporter, luminescence, 16 h; Potency, µM (series often up to 46 µM), without a hit: top-dose activity change, positive = activation, hits mostly activators; actives 1.3% (n = 330,000); AID 504466; note: potency is the fitted concentration of half-maximal effect; % of control where 0% means no effect; nearly all actives have a fitted effect of over 60% in size
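Genotoxicity was scored as increased ELG1-luciferase reporter signal, measured by ONE-Glo luminescence (30 min, room temperature). Compound or vehicle exposure of the HEK293T reporter cells lasted 16 hr at 37°C.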
Active calls of the source: *; u = inconclusive; x = not tested or not shown; & = joins results of further samples; [ ] = dose if it differs, or a comment. Unless noted, calls come from the whole dose curve; as a rule, active = well fitted curve in the direction sought with a large enough effect; inconclusive = small, poorly fitted or top-dose-only effect, or another doubt; inactive = no such curve, though single readings can be large; an effect the other way counts as inactive or inconclusive.

SMILES	RORgamma inh	NPC1 prom act	FLuc modulator	Rab9 promoter act	uPA generation	Giardia killer	Gal4-VP16 FLuc	FBPA coupling cs	Tb PFK block	KCNH2 3.1 block	ELG1 genotoxic
O=C(CCc1nnc(Cc2ccc(-c3ccccc3)cc2)o1)N1CCCC1	16%	-6%	-10%	1%	1%	-12	0%	0	3%	4	-4%
CCc1ccc(-c2cc(C)no2)cc1S(=O)(=O)N1CCN(c2cccc(C)c2C)CC1	-5%	-6%	1%	-6%	-11%	8	2%	x	1%	-15	-8%
O=C(CC(c1ccccc1)c1ccccc1)OCn1nnc2ccccc2c1=O	5%	-1%	3%	0%	5%	-4	17%	1	2%	0	1%
Cc1cc(NCCO)c2ccccc2n1	-18%	1%	-1%	2%	-7%	-1	-16%	0	-2%	-16	0%
c1ccc2c(N3CCCCC3)nc(N3CCCCC3)nc2c1	u	1%	-1%	4%	5%	-11	5%	2	-2%	-11	-9%
CC(C)Sc1nc2ccccc2n1CC(N)=O	3%	2%	0%	-11%	0%	3	1%	0	-2%	-2	0%
CN(C)c1nnnn1-c1ccc(Oc2ccccc2)cc1	17%	-8%	3%	-3%	-2%	-6	-6%	5	0%	-6	-2%
CC1(C)CC(N2CN(C3CCCCC3)CC2=O)CC(C)(C)N1	-3%	-1%	3%	3%	-6%	30[activator]	0%	3	1%	11	1%
Cc1cc(=O)n(CCCO)c(O)c1C#N	-18%	0%	-3%	0%	10%	6	-3%	-38*	0%	2	-1%
CN(CC(=O)NC(=O)NC(C)(C)C)CC(=O)Nc1ccccc1Cl	8%	-6%	-2%	11%	0%	4	-5%	2	-3%	5	1%
COc1ccc2cc(OCC(=O)NNC(=O)Nc3ccc(OC)c(OC)c3)ccc2c1	-5%	0%	-11%	3%	-8%	4	2%	x	u	x	-5%
CN1C(=O)C(CC(=O)NCCc2ccccc2)N(NC(=O)c2ccc(Cl)cc2)C1=S (centres undefined)	-1%	1%	-2%	1%	2%	32[activator]	-8%	3	0%	9	-4%
CCN1CCCC1CNC(=O)CCNC(=O)c1cc(OC)c(OC)c(OC)c1 (centres undefined)	-12%	-3%	1%	0%	x	7	-10%	9	0%	-10	3%
Nn1c(Nc2ccccc2)nc2sc3c(c2c1=O)CCC3	45%	20%	9.5µM*	11%	-4%	-8	-25%	-3	2%	11	u
O=C(Nc1cccc(NC(=O)c2nccc3ccccc23)c1)c1ccco1	7%	1%	8.5µM*	3%	u	-9	-11%	-17	1%	6	u
COc1ccc(COC(=O)Oc2ccc(CNC(C)=O)cc2OC)c([N+](=O)[O-])c1	x	-4%	13µM*	-2%	-4%	u	x	x	-1%	1	0%
COc1ccc(-c2cc(C(F)(F)F)nc(NCc3ccco3)n2)cc1OC	2%	-1%	6%	2%	-10%	-4	-3%	0	11%	-9	1%
O=C(/C=C/c1ccc(S(=O)(=O)N2CCOCC2)cc1)N(CCO)Cc1ccccc1	33%	-7%	0%	-7%	3%	18	-3%	0	9%	2	-8%
COc1ccccc1-c1nnc(SCC(=O)Nc2ccc3[nH]c(=O)[nH]c3c2)n1N	x	1%	3%	-5%	9%	-8	x	x	-7%	2	1%
O=[N+]([O-])c1cc(/C=N/Nc2nc(N3CCCCC3)nc(N3CCCCC3)n2)ccc1O	-9%	-2%	15µM*	1%	-2%	u	-9%	1	0%	-9	2%

A different layout for part of the listing above:
Sequence of screens: RORgamma inh | NPC1 prom act | FLuc modulator | Rab9 promoter act | uPA generation | Giardia killer | Gal4-VP16 FLuc | FBPA coupling cs | Tb PFK block | KCNH2 3.1 block | ELG1 genotoxic
- Cc1cc(=O)n(CCCO)c(O)c1C#N
 : -18% | 0% | -3% | 0% | 10% | 6 | -3% | -38* | 0% | 2 | -1%
- CN(CC(=O)NC(=O)NC(C)(C)C)CC(=O)Nc1ccccc1Cl
 : 8% | -6% | -2% | 11% | 0% | 4 | -5% | 2 | -3% | 5 | 1%
- COc1ccc2cc(OCC(=O)NNC(=O)Nc3ccc(OC)c(OC)c3)ccc2c1
 : -5% | 0% | -11% | 3% | -8% | 4 | 2% | x | u | x | -5%
- CN1C(=O)C(CC(=O)NCCc2ccccc2)N(NC(=O)c2ccc(Cl)cc2)C1=S (centres undefined)
 : -1% | 1% | -2% | 1% | 2% | 32[activator] | -8% | 3 | 0% | 9 | -4%
- CCN1CCCC1CNC(=O)CCNC(=O)c1cc(OC)c(OC)c(OC)c1 (centres undefined)
 : -12% | -3% | 1% | 0% | x | 7 | -10% | 9 | 0% | -10 | 3%
- Nn1c(Nc2ccccc2)nc2sc3c(c2c1=O)CCC3
 : 45% | 20% | 9.5µM* | 11% | -4% | -8 | -25% | -3 | 2% | 11 | u

New compounds follow:
SMILES	RORgamma inh	NPC1 prom act	FLuc modulator	Rab9 promoter act	uPA generation	Giardia killer	Gal4-VP16 FLuc	FBPA coupling cs	Tb PFK block	KCNH2 3.1 block	ELG1 genotoxic
Cc1cc2c(=O)n(CC(=O)N3CCN(c4ccccc4)CC3)cnc2s1	18%	-1%	-2%	-5%	-3%	-13	0%	0	11%	12	3%
Cc1ccc(CNC(=O)CCn2ccc3cc(S(=O)(=O)N4CCCC4)ccc32)cc1	13%	0%	2%&-8%	-6%	-4%	23	18%	0	-3%	6	-4%
CCn1cc(C(=O)O)c(=O)c2cc(F)c(N3CCN(C(=S)NC(=O)c4ccccc4C)CC3)cc21	-19%	4%	-1%	0%	0%	8	3%	-2	2%	-4	-7%
C[C@H](CO)N1C[C@H](C)[C@@H](CN(C)C(=O)NC2CCCCC2)Oc2c(NC(=O)Nc3ccccc3)cccc2C1=O	x	x	x	x	7%	14	x	x	1%	-4	-1%
COc1c(Cl)cc(Cl)cc1CNCCNCCO	-2%	-4%	-2%	4%	-4%	-11	-2%	0	4%	-5	0%
C[C@H]1CN=C(Nc2ccccc2)N1CCc1ccc(F)cc1	x	-2%	-1%	-3%	-1%	-1	x	x	5%	1	1%
COc1ccc(NC(=O)C2CCC(C)(C(=O)O)C2(C)C)cc1 (centres undefined)	-10%	x	1%	x	8%	8	-7%	-2	x	2	x
CC(C)(O)[C@H]1Cc2cc3ccc(=O)oc3cc2O1	-22%	u	12µM*	3%[1.84 µM]	-16%	-10	-18%	0	-3%	-6	u
Cc1sc(NC(=S)NC(=O)c2ccc(C(C)(C)C)cc2)c(C#N)c1C	0.56µM*	-4%	-11%	-2%	x	6	11µM*	2	-21%	-21	0%
CC1(C)Cc2c(C#N)c(N)n(-c3ccccc3)c(=O)c2CO1	-22%	1%	2%	5%	0%	2	-3%	0	0%	12	0%
COc1ccc(/C=C/C(=O)N2CCCC2)cc1OC	-18%	5%	-5%	16%	-1%	16	-3%	1	2%	-28	8%
CCCc1cc(=O)oc2cc(OCC(=O)NCCc3ccc(S(N)(=O)=O)cc3)ccc12	45%	-2%	-3%	1%	2%	12	1%	x	-6%	-9	-1%
CCOC(=O)c1c(NC(=O)CN2CCCc3ccccc32)sc(C)c1CC	-6%	-2%	1%	0%	19%	17	u	0	-3%	-10	-7%
Cc1ccc(NC(Cc2cc(C)no2)c2ccccc2)cc1 (centres undefined)	6%	-8%	-3%	-4%	-1%	-1	2%	-2	-3%	7	0%
COc1cc(C(=O)NCC(c2cccs2)N2CCOCC2)c([N+](=O)[O-])cc1OC (centres undefined)	x	-1%	3%	1%	-4%	7	x	x	-4%	-4	0%
CC(C)(C)c1cc2cccnc2n1Cc1cccc(Cl)c1	2.2µM*	-2%	4%	-2%	3%	-4	-7%[0.365 µM]	1	0%	-4	-15%
Cc1nc(C)c(C(=O)Nc2ccccc2-c2ccccc2)o1	-12%	-3%	2%	11%	x	0	5%	-2	-2%	-5	0%
Cc1ccc(-c2cc(C(=O)Nc3cnn(C45CC6CC(CC(C6)C4)C5)c3)no2)cc1	-25%	0%	4%	-5%	x	-11	-3%	0	-7%	-32	6%
Cc1ccc(C(=O)NCCCN2CCOCC2)o1	-16%	-3%	5%	-8%	0%	34[activator]	2%	0	-1%	x	3%
CCCNS(=O)(=O)c1ccc(Oc2ncc(C(F)(F)F)cc2Cl)cc1	-20%	-1%	-2%	2%	4%	-11	-10%	3	-6%	0	-5%
O=C(NCc1ccccc1Cl)c1ccc[nH]1	-10%	-8%	2%	-5%	x	-12	-2%[10 µM]	-2	6%	6	-4%
COc1ccc(C(=O)NC(C)c2nc3ccccc3n2C)cc1OC (centres undefined)	-12%[0.365 µM]	3%	1%	-2%	0%	-21	x	2	-14%	-6	3%

Screening results from PubChem.
